# M17LAP inhibition – P. falciparum M17LAP inhibitors, primary screen, biochemical, fluorogenic H-Leu-NHMec substrate, 1536-well (AID 1619); recombinant M17LAP, H-Leu-NHMec fluorogenic kinetic assay; higher % means a stronger effect; inhibition, % at 30 µM; hits with a dose series show IC50 in µM; 220,000 compounds, 0.38% hits;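 active means compound inhibiting the enzyme by more than half at any dose during confirmatory dose-response retesting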;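 further: plate controls were full reaction with DMSO carrier for no effect and no enzyme background for full effect; strong numbers were not always called active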
# Dynein cargo inh – dynein cargo transport inhibition; z-score, hits read low; 220,000 compounds, 0.47% hits; 3617.4 mouse cells, GR-EGFP nuclear translocation imaging; test concentration mostly 20 µM; stimulated with dexamethasone, 1 µM; active compounds read low;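 active means plate z-score of nuclear minus cytoplasmic receptor signal below a set negative limit, without overly bright fluorescence or cell loss, cut at about -3.5 in these data, passing the limit was not always enough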;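 further: z-score of nuclear minus cytoplasmic ring GR-EGFP intensity difference per well; some compounds called inactive have numbers as strong as hits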
#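 medium = tetracycline-free induction medium containing charcoal-stripped FBS | probe or stimulus = dexamethasone, 1.0 µM final | timing = 48 h induction, then 1 h compound, then 30 min agonist, 37 °C | detection = automated 10x imaging of fixed Hoechst-stained cells | read-out basis = nuclear versus cytoplasmic GR-EGFP signal, averaged per well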
# P. falciparum M1AAP – malaria alanyl aminopeptidase activity blockers – biochemical, fluorogenic H-Leu-NHMec substrate, 1536-well (AID 1445); 220,000 compounds, 0.42% hits; recombinant M1AAP, H-Leu-NHMec fluorogenic kinetic assay; higher % means a stronger effect; inhibition, % at 30 µM; hits with a dose series show IC50 in µM;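 active means primary inhibition above the hit cutoff, then over 50% inhibition at one or more dose response concentrations, cut at about 23% in these data, passing the limit was not always enough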;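 further: plate controls were DMSO full reaction for no effect and no enzyme background for full effect; strong numbers were not always called active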
# KOR beta-arrestin-1 – KOR antagonists, beta-arrestin recruitment, cell-based, luminescence, uHTS (AID 1778); KOR beta-arrestin recruitment, luminescence, antagonist mode; higher % means a stronger effect; one-dose inhibition, % at 10 µM; IC50 in µM for titrated hits; 290,000 compounds, 0.091% hits; further: strong numbers were not always called active
# AID2073 – disruptors of CaV2.2 binding to Mint1 – biochemical, HTRF (AID 2073). 290,000 compounds, 0.19% hits. HTRF protein-protein interaction, Mint1-CaV2.2; higher % means a stronger effect. inhibition, % at 20 µM; hits with a dose series show IC50 in µM; in the data active means inhibition mostly above about 51%, no sharp cut-off; further: some results filed as inactive read as strong as hits
# NOD2 inhibition – inhibition of NOD2-driven NF-kB reporter – cell-based, luminescence, uHTS, HEK293 (AID 1566); HEK293 NOD2/NF-kB luciferase reporter, luminescence; higher % means a stronger effect; one-dose inhibition, % at 4 µM; EC50 in µM for titrated hits; 290,000 compounds, 0.63% hits; further: many of its hits are not listed in these tables
# NOD1 NF-kB reporter – NOD1 signaling inhibitors, primary screen, cell-based, luminescence, uHTS (AID 1578); NOD1-driven NF-kB luciferase reporter cells, luminescence; higher % means a stronger effect; one-dose inhibition, % at 4 µM; EC50 in µM for titrated hits; 290,000 compounds, 1% hits; in the data active means inhibition mostly above about 36%, no sharp cut-off; inactive means mostly below about 34%;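 further: HEK-293T reporter cells stimulated with the NOD1 agonist gamma-tri-DAP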
# GPR55 activation – selective activators of receptor GPR55 – imaging, U2OS cells, beta-arrestin-GFP redistribution, primary screen (AID 1961). U2OS GPR55 beta-arrestin-GFP redistribution imaging; higher % means a stronger effect. 290,000 compounds, 0.048% hits. one-dose activation, % at 10 µM; EC50 in µM for titrated hits;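 active means activation above 40% with more than 50 cells counted in the well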;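 further: U2OS osteosarcoma cells stably expressing GPR55 and beta-arrestin-GFP; plate controls were DMSO negative control for no effect and LPI positive control for full effect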
# KOR beta-arrestin-2 – kappa opioid receptor activators – cell-based, luminescence, uHTS, primary screen (AID 1777) | activation, % at 10 µM, or EC50 in µM where a hit was titrated | 280,000 compounds, 0.02% hits | KOR beta-arrestin recruitment, luminescence; higher % means a stronger effect; in the data active means activation above about 50%, passing the limit was not always enough; further: a part of the inactive calls stands beside numbers as strong as those of hits
# Dynein cargo inh cytoplasmic EGFP – further read-out of Dynein cargo inh, marked with its call; z-score; measured here: cytoplasmic GR-EGFP intensity; active compounds read high
# Dynein cargo inh nuclear GR-EGFP – also measured in Dynein cargo inh; calls as there; z-score; measured here: nuclear GR-EGFP intensity;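 lower value marks the stronger effect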
# Dynein cargo inh cell count – further read-out of Dynein cargo inh, marked with its call; z-score; measured here: cell count per field
# Starred values were filed as active, the others as inactive; · = not tested or not shown; [ ] = dose if it differs, or a comment. Unless noted, no stated cut-off is given here; in the data, active means inhibition above about 50%; inactive means the rest.
# Screens in order – M17LAP inhibition	Dynein cargo inh	Dynein cargo inh cytoplasmic EGFP	Dynein cargo inh nuclear GR-EGFP	Dynein cargo inh cell count	P. falciparum M1AAP	KOR beta-arrestin-1	AID2073	NOD2 inhibition	NOD1 NF-kB reporter	GPR55 activation	KOR beta-arrestin-2
CC(NC(=O)Nc1nnc(C(F)(F)F)s1)N1C(=O)C2C3C=CC(C3)C2C1=O (stereo not drawn)
→ -2%	1.9	0.11	1.5	-1.1	3%	-29%	-4%	10%	-3%	-0.2%	0.8%
O=C(COC(=O)C1c2ccccc2Oc2ccccc21)NC1CCS(=O)(=O)C1 (stereo not drawn)
→ -3%	-1.7	-0.32	-0.57	0.31	-2%	-12%	4%	-9%	-8%	-0.2%	-0.1%
Cc1sc2nc(C3CC3)nc(SCC(=O)N3CCc4ccccc4C3)c2c1C
→ 10%	·	·	·	·	6%	-45%	3%	·	·	0.1%	3.9%
Cc1cc(C(=O)N2CCCC(N3CCN(c4cccc(Cl)c4)CC3)C2)nn1C (stereo not drawn)
→ ·	·	·	·	·	·	22%	5%	-15%	2%	-0.1%	-7.4%
Clc1ccc(/C=C/c2ncc[nH]2)c(Cl)c1
→ ·	·	·	·	·	·	10%	-3%	-72%	-2%	0.3%	0.6%
CC(=O)Nc1cccc(S(=O)(=O)N2CCCCCC2)c1
→ 3%	-0.34	-0.19	-0.44	0.59	-3%	-21%	7%	2%	-15%	0.6%	-1.3%
Cc1cc(C)nc(-n2nc(C)c3c(=O)[nH]c(C(F)(F)F)nc32)n1
→ 1%	2.2	-0.041	1	-1.6	7%	-35%	11%	7%	14%	0.2%	1.0%
CC1CCCN(S(=O)(=O)c2cccc([N+](=O)[O-])c2)C1 (stereo not drawn)
→ ·	·	·	·	·	·	-50%[20 µM]	16%	10%	-25%	0.2%	-3.3%
Cc1cc(C)nc(SCCN(C)C)n1
→ 9%	-0.41	-0.31	-0.27	0.59	-2%	10%[20 µM]	-7%	5%	-18%	0.1%	1.4%
N#C/C(=C(/O)CO/N=C/c1ccccc1Cl)c1nc2ccccc2[nH]1
→ 1%	-0.022	-0.21	-0.028	0.16	8%	2%	40%	0%	5%	0.8%	0.2%
O=C(OCC(=O)N1CCN(C(=O)c2ccco2)CC1)c1ccccc1
→ 1%	-0.17	-0.21	0.26	0.75	3%	16%	10%	14%	-10%	-0.2%	-0.7%
O=C(Cc1ccc2c(c1)OCCO2)N1CCN(S(=O)(=O)c2ccccc2C(F)(F)F)CC1
→ -3%	2	-0.27	1.2	-1.3	-3%	0%	2%	-3%	-38%	0.2%	5.8%
COC(=O)C(Cc1cncn1COCc1ccccc1)NC(=O)OC(C)(C)C (stereo not drawn)
→ 23%	0.28	-0.14	0.42	-0.94	-2%	-6%	-6%	-2%	7%	-0.1%	-1.2%
Cc1c(C(=O)CN2CCSCC2)c2ccccc2n1C
→ 22%	-1.1	-0.21	-0.061	2.2	4%	21%	-14%	1%	-13%	0.0%	-2.0%
O=C(CSCc1ccc(Br)cc1)Nc1ccccc1C(=O)N1CCOCC1
→ ·	·	·	·	·	·	17%	-5%	1%	-29%	-0.1%	4.2%
C=CCn1c(SCC(=O)NCCc2ccccc2)nnc1C(C)NC(=O)c1cccs1 (stereo not drawn)
→ -7%	0.52	-0.16	0.55	-0.73	4%	10%	19%	-2%	-24%	-0.3%	-1.8%
Cc1cc(NC(=O)CN2CCN(S(=O)(=O)c3ccc4ccccc4c3)CC2)no1
→ -3%	-0.035	-0.2	0.076	0.25	6%	-4%	0%	-39%	9%	-0.2%	-3.5%
O=C1CN(S(=O)(=O)c2ccccc2)c2ccccc2N1
→ -6%	-0.59	-0.096	-0.29	-1.3	2%	-30%[20 µM]	-8%	-3%	-25%	0.2%	·
COc1ccc(-c2ccc(=O)n(CC(=O)Nc3nnc(C(C)C)s3)n2)cc1OC
→ 9%	0.24	-0.16	0.39	0.51	10%	-8%	6%	10%	-6%	0.3%	0.0%
O=C(O)[C@H](Cc1c[nH]c2ccccc12)Nc1ncccc1[N+](=O)[O-]
→ ·	·	·	·	·	·	-7%	5%	21%	0%	0.0%	-6.0%
Cc1ccc(CSC2=NCCN2C(=O)c2ccc([N+](=O)[O-])cc2)cc1
→ 3%	-0.67	-0.3	-0.21	0.52	5%	4%	-2%	-2%	11%	-0.3%	-1.5%
COc1cc(C2=NOC(C(=O)N3CCN(c4ccc(F)cc4)CC3)C2)cc(OC)c1OC (stereo not drawn)
→ 10%	0.045	-0.2	0.19	0.004	3%	15%	-2%	15%	-11%	-0.1%	-2.4%
COc1ccc2c(c1)/C(=N/N1C(=O)c3ccccc3C1=O)C(=O)N2
→ 5%	-0.25	-0.015	-0.013	-0.12	1%	-40%	2%	3%	-3%	-0.4%	8.6%
COc1ccc(CCC(=O)NCCc2nc3ccccc3[nH]2)cc1
→ 9%	-0.17	-0.21	-0.25	0.48	4%	-2%	0%	20%	-26%	0.3%	-3.0%
O=C(CC(Nc1ccccc1Cl)C(=O)O)c1ccccc1 (stereo not drawn)
→ 20%	1.2	-0.23	0.62	0.057	10%	11%[20 µM]	22%	-21%	-41%	0.2%	-9.3%
CC(C)Oc1cccc(C(=O)C2CCCN(C(=O)c3ccccn3)C2)c1 (stereo not drawn)
→ ·	·	·	·	·	·	-20%	8%	19%	-21%	-0.1%	-3.8%
CCCn1c(=O)c2ccccc2n2c(SCC(N)=O)nnc12
→ ·	·	·	·	·	·	-31%[20 µM]	8%	-4%	-22%	-0.3%	-0.9%
O=C1CS/C(=N\C(=O)N2c3ccccc3Sc3ccccc32)N1
→ 25%	-0.31	-0.19	0.52	0.058	20%	37%	-10%	-14%	-25%	-0.2%	-5.6%
O=C(NN1CCOCC1)c1cc(S(=O)(=O)Nc2cccc(C(F)(F)F)c2)ccc1Cl
→ 19%	-0.87	-0.28	-0.66	0.92	8%	-16%	0%	6%	-8%	-0.2%	-0.6%
CCN(CC)C(=O)Nc1cnc2ccccc2c1
→ 4%	0.32	-0.3	0.67	-0.89	5%	8%	-8%	-11%	-29%	-0.3%	-7.9%
CC(=O)OCC(=O)N1CCN(c2ccc([N+](=O)[O-])cc2)CC1
→ 11%	-0.53	-0.26	-0.058	0.08	13%	41%	-1%	14%	-6%	-0.1%	-5.2%
CC(=C/c1ccccc1)/C=N/Nc1nc(N2CCCCC2)nc(N2CCCCC2)n1
→ 12%	-0.63	-0.29	-0.48	0.58	1%	5%	5%	-18%	-10%	-0.2%	-1.2%
O=C(NC1CCN(C(=O)Nc2cccc(Cl)c2)CC1)C1CCCCC1
→ ·	·	·	·	·	·	-5%	-1%	13%	-24%	·	6.0%
O=C1C2CCCN2C(=O)N1CCCCN1CCN(c2ccc(F)cc2)CC1 (stereo not drawn)
→ 8%	-0.59	-0.28	-0.67	0.94	-2%	-15%	-1%	14%	-20%	-0.1%	-3.6%
CCN(CC)S(=O)(=O)c1ccc(NC2c3ccccc3C(=O)N2Cc2ccc3c(c2)OCO3)cc1 (stereo not drawn)
→ 3%	-0.57	-0.31	-0.18	0.97	-4%	-42%	-3%	-49%	-2%	-0.1%	-3.1%
CC(C)(C)c1ccc(/C=C2/SC(N3CCCC3)=NC2=O)cc1
→ 5%	-0.42	-0.17	-0.53	0.16	7%	-38%	7%	-26%	18%	-0.2%	3.6%
CCCP(=O)(CCC)CCP(=O)(c1ccccc1)c1ccccc1
→ 6%	-0.13	-0.23	0.13	0.9	-1%	-7%	1%	12%	1%	-0.2%	-3.6%

# Some of the compounds tested (hit frequency here may not be typical).
